Assay outcomes deposited in PubChem by National Center for Advancing Translational Sciences (NCATS).
aSyn tox rescue – inhibitors of alpha-synuclein toxicity in yeast; S. cerevisiae alpha-synuclein toxicity rescue, BacTiter-Glo growth, 24 h; Potency, µM (doses to about 46.1 µM), for the others: at the top dose growth rescue (activation), most hits filed as activators; 94,000 tested, 0.02% active; active = well fitted activation curve with a large enough effect; inconclusive = small, poorly fitted or top-dose-only effect; also: 0% is about no effect
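Growth restoration measured by BacTiter-Glo luminescence after 24 hr at 30 deg C; alpha-synuclein yeast, raffinose-pregrown to mid-log, were added at OD600=0.02 in galactose medium onto pinned compounds.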
* hit, by the source's call; ? = inconclusive; [ ] = remark or other dose. Potency is read from the fitted curve at half-maximal effect.

| SMILES | aSyn tox rescue |
| --- | --- |
| CC(C)NC(=O)C1CCN(c2nc3ccccc3nc2C(F)(F)F)CC1 | -4% |
| Cc1nc2ccccc2c(C)c1CC(=O)OC(C)C(=O)NC1(C#N)CCCCC1 (configuration not stated) | -2% |
| CCOC(=O)c1ccc(NC(=O)CCCc2nc(-c3ccccc3Cl)no2)cc1 | -3% |
| COc1ccc(N2CCN(C(=O)c3cn(C)c4ccc(S(=O)(=O)N5CCOCC5)cc4c3=O)CC2)cc1 | 0% |
| Cc1ccc(-n2nc(C)c3c(C)cc(=O)n(CC(=O)Nc4ccc(C(C)C)cc4)c32)cc1 | -10% |
| O=C(Nc1nnc(SCc2c(Cl)cccc2Cl)s1)c1cccc([N+](=O)[O-])c1 | 17% |
| CCOC(=O)c1ccc(NC(=O)c2nc(SCc3ccc(F)cc3)ncc2Cl)cc1 | -4% |
| Cc1ccc(S(=O)(=O)N2CCN(C(=O)CN3C(=O)c4ccc([N+](=O)[O-])cc4C3=O)CC2)c(C)c1 | -10% |
| CN(C(=O)CSc1nc2ccccc2n1CC(=O)N(C)C1CCCCC1)c1ccc(F)cc1 | 2% |
| CCN=C1NN=C(c2c[nH]c3ccccc23)CS1 | 7% |
| CCn1cc(/C=C/C(=O)Nc2ccc(C)cc2Br)cn1 | -4% |
| O=C(O)c1ccccc1C(=O)NC1CCCCNC1=O (configuration not stated) | -4% |
| Cc1ccccc1CN(C)Cc1cc(=O)oc2c(C)c(C)ccc12 | 13% |
| CCOC(=O)CC1=NN(c2ccccc2)C(=O)C1=c1sc(=C2SC(C)=C(C)N2CC)c(=O)n1CC | 7% |
| COc1ccc(-n2ccnc(NCc3ccccc3Cl)c2=O)cc1OC | 2% |
| CC(C)(C)C1CCc2c(sc3nc(SCC(=O)O)nc(N)c23)C1 (configuration not stated) | 5% |
| Cc1ccc(-c2cc(C(=O)Oc3ccccc3)c3cccc(C)c3n2)cc1 | -4% |
| CC(=O)Nc1ccccc1NC(=O)c1ccc2c(c1)OCO2 | -3% |
| Cc1ccc(CNC(=O)Nc2cc(C(=O)NCc3ccc(C(C)C)cc3)ccc2N2CCCC2)cc1 | -3% |
| Cc1cc(=O)[nH]c2nnc(SCCC(C)C)n12 | -2% |
| Cc1ccc(NC(=O)CSCC(=O)N(CCC(C)C)c2c(N)n(Cc3ccccc3)c(=O)[nH]c2=O)cc1 | 1% |
| O=S(=O)(NC1CCCCC1)c1cccs1 | -3% |
| O=C(CN1C(=O)c2cccnc2Oc2ccc(Cl)cc21)Nc1cccc(C(F)(F)F)c1 | 6% |
| CCCN(C(=O)c1c(C)oc2ncn(CC(C)C)c(=O)c12)c1ccccc1C | 0% |
| COC(=O)c1ccccc1Sc1ncnc2onc(C)c12 | -12% |
| O=S(=O)(c1cccs1)N1CCC2(CC1)OCCN2S(=O)(=O)c1ccccc1 | -2% |
| CCOC(=O)c1ccc(NC(=O)c2ccc[n+]([O-])c2)cc1 | 2% |
| Cc1ccc(N(C(=O)CNC(=O)c2ccco2)C(C(=O)NC2CCCCC2)c2cccnc2)cc1 (configuration not stated) | -28% |
| O=C(Nc1cc(-c2ccccc2)cs1)c1ccco1 | -7% |
| COC(=O)c1ccc(COc2ccccc2/C=C(\C#N)C(=O)NC(C)C)cc1 | -6% |

Grouped by structure, the entries above with two or more sulfur atoms.
| SMILES | aSyn tox rescue |
| --- | --- |
| O=C(Nc1nnc(SCc2c(Cl)cccc2Cl)s1)c1cccc([N+](=O)[O-])c1 | 17% |
| CCOC(=O)CC1=NN(c2ccccc2)C(=O)C1=c1sc(=C2SC(C)=C(C)N2CC)c(=O)n1CC | 7% |
| CC(C)(C)C1CCc2c(sc3nc(SCC(=O)O)nc(N)c23)C1 (configuration not stated) | 5% |
| O=S(=O)(NC1CCCCC1)c1cccs1 | -3% |
| O=S(=O)(c1cccs1)N1CCC2(CC1)OCCN2S(=O)(=O)c1ccccc1 | -2% |

Continuation:
| SMILES | aSyn tox rescue |
| --- | --- |
| NS(=O)(=O)c1cc(C(=O)OCC(=O)c2ccccc2)c(Cl)cc1Cl | -2% |
| COc1cccc(N2CCN(CC(=O)Nc3ccc(-n4cnnn4)cc3)CC2)c1 | -1% |
| Cc1ccccc1C(=O)NC1CCSC1=O (configuration not stated) | -3% |
| COc1ccc(CCNC(=O)c2ccc3c(c2)SC2=NS(=O)(=O)CCN23)cc1 | 2% |
| Cc1ccc(NC(=O)Cn2c(=O)n(-c3ccc(Cl)c(Cl)c3)c(=O)c3c(C)c(C)sc32)c(C)c1 | -3% |
| CCOC(=O)C1C(C(=O)NN)C1C(=O)Nc1ccccc1 (configuration not stated) | -6% |
| Cc1ccc2occ(CC(=O)N(Cc3ccccc3Cl)C3CCS(=O)(=O)C3)c2c1 (configuration not stated) | ? |
| C[C@H]1CN([C@@H](C)CO)C(=O)CCCn2nncc2CO[C@@H]1CN(C)Cc1ccc(-c2ccccc2)cc1 | 14% |
| CC(=O)c1cccc(NC(=O)CN(c2cc(C)cc(C)c2)S(=O)(=O)c2c(C)noc2C)c1 | 9% |
| C[C@@H]1CN([C@@H](C)CO)C(=O)c2cc(NC(=O)c3ccncc3)ccc2O[C@@H](C)CCCCO[C@@H]1CN(C)C(=O)Cc1ccccc1 | 4% |
| Cc1ccc(CNc2ccc(-c3nc(-c4ccncc4)no3)cc2[N+](=O)[O-])cc1 | -2% |
| CN(CC(=O)O)c1ccc(S(=O)(=O)N2CCOCC2)cc1[N+](=O)[O-] | 10% |
| COCCCNC(=O)Cn1c(=O)n(CCCCCC(=O)NCc2ccc3c(c2)OCO3)c(=O)c2sccc21 | 0% |
| O=C(Cn1cc(C(=O)C(=O)N2CCOCC2)c2ccccc21)Nc1cccc(C(F)(F)F)c1 | 0% |
| CCOC(=O)C1CCN(C(=O)Cn2nc(C)n3c(cc4c(OC)cccc43)c2=O)CC1 | -6% |
| Cc1ccc(NS(=O)(=O)c2cc(Br)cc3c2N(C(=O)C2CC2)CC3)cc1C | 6% |
| O=C(CN1CCN(C(=O)c2ccc(-c3nc4ccccc4s3)o2)CC1)Nc1ccccc1Cl | 7% |
| CC(OC(=O)c1cc2ccccc2cc1O)C(=O)Nc1ccc(S(N)(=O)=O)cc1 (configuration not stated) | -9% |
| CCOc1ccccc1-c1nc(C(N)=O)c2c(n1)n(-c1ccc3c(c1)OCO3)c(=O)n2C | 4% |
| O=C(NCCc1ccco1)C(=O)NCC1CCCN1S(=O)(=O)c1ccccc1 (configuration not stated) | -9% |
| N=C1CCCC1C(=S)SCCC(N)=O (configuration not stated) | -3% |
| Cc1nc(SCc2ccc(Cl)c(Cl)c2)ncc1C(=O)O | -4% |
| COc1cc(-c2ccc(Nc3ccccc3C(=O)O)c(OC)c2)ccc1Nc1ccccc1C(=O)O | -37%[inhibitor] |
| Cc1nnc(SCC(=O)Nc2cccnc2Cl)s1 | -4% |
| COc1cccc(CNC(=O)C2CCCN(S(=O)(=O)c3cn(C)cn3)C2)c1 (configuration not stated) | 1% |
| Cc1ccc2oc(=O)n(Cc3ccccc3Cl)c2c1 | 2% |
| O=C(Nc1ccc(Br)cc1F)c1cc(S(=O)(=O)NC2CCCC2)ccc1F | -5% |
| CCC[C@H]1CN(c2ccc(Br)cc2)C(=O)[C@@H]1CC(=O)Nc1ccc(OC)cc1 | 0% |
| CCc1ccc(CNC(=O)c2cnc3sc(N4CCCC4)nn3c2=O)cc1 | 1% |
| Cc1ccc2ncnc(NCCCCCC(=O)O)c2c1 | 5% |

Other compounds follow:
SMILES	aSyn tox rescue
COCCn1c(SCC(=O)NCc2ccc3c(c2)OCO3)nnc1-c1c[nH]c2ccccc12	-6%
COc1c2n(C)ccc3c-2n(c(=O)c1=O)c1ccccc31	14%
Cc1cccc(Cn2c(=O)n(Cc3ccc4c(c3)OCO4)c(=O)c3oc4ccccc4c32)c1	-10%
CCCCn1c(N)c(N(CC(C)C)C(=O)c2ccc(S(=O)(=O)N(CC)c3ccccc3)cc2)c(=O)[nH]c1=O	-8%
Cc1cccc(NC(=S)N(C)C)c1C	14%
CCOC(=O)c1ccc(-c2ccc(/C=C(\C#N)C(=O)Nc3ccc(OCC)cc3)o2)cc1	3%
O=C(O)CSCC(=O)N1CCN(S(=O)(=O)c2cc(Cl)cc(Cl)c2)CC1	6%
Cc1ccc(C(c2cccc(Br)c2)c2c(C)[nH]c3ccccc23)s1 (configuration not stated)	4%
COc1cccc(CNC(=O)Cn2c(=O)oc3cc(S(=O)(=O)N4CCCCCC4)ccc32)c1	-13%
O=c1oc2ccccc2cc1-c1nc(-c2cccs2)no1	-18%
CC(C)(SC(=S)N1CCCCCC1)C(=O)O	-13%
Cc1ccc(OCCOC(=O)c2nc3nccc(C)n3n2)cc1	-16%
N#Cc1cnn(-c2ccccc2)c1NC(=O)CN1CCOCC1	-9%
O=C(NCCC1=CCCCC1)c1ccc2c(c1)N(Cc1cccc(Cl)c1)C(=O)c1ccccc1S2(=O)=O	-3%
N#Cc1ccc(-c2cccs2)nc1SCc1cccnc1	14%
CC(=O)Nc1cccc(NC(=O)CSc2cn(CC(=O)N3CCCCCC3)c3ccccc23)c1	-3%
CCc1ccc(NC(=O)CSc2nccn2-c2cccc(C)c2C)cc1	23%
Cc1ccc(NC(=O)CSc2ncn[nH]2)cc1	6%
CC1=C(C(=O)NC2CCCCC2C)C2(CCC(C)CC2)OC1=O (configuration not stated)	1%
CCOc1ccc(N2CC(c3nc4ccccc4n3Cc3cccc(Cl)c3)CC2=O)cc1 (configuration not stated)	-2%
CCOc1ccc(CNC(=O)c2ccc3c(c2)c(C)c(C)n3Cc2ccccc2)cc1OC	1%
CCOc1ccc(S(=O)(=O)Nc2ccc3c(c2)n(C)c(=O)n3C)cc1	2%
CCCCCNC(=O)c1ccc2c(c1)ncn2-c1cccc(C)c1	-16%
COc1ccccc1CNC(=O)CC(c1ccc(C)cc1)N1Cc2ccccc2C1=O (configuration not stated)	9%
Cc1ccc(NS(=O)(=O)c2c(C(=O)N3CCC(C)CC3)c(C)n(C)c2C)cc1Cl	2%
COc1ccc(C2CC(=O)c3cc(-c4nc(-c5cccc([N+](=O)[O-])c5)cs4)c(=O)n(-c4ccccc4N)c3C2)cc1 (configuration not stated)	-10%
Cc1cc(Cl)ccc1NC(=O)C1CCCN1S(=O)(=O)c1ccc2c(c1)CCCC(=O)N2 (configuration not stated)	6%
CCOC(=O)c1cccc(Nc2c3c(nc4ccccc24)CCC3)c1	-4%
CCc1ccc(NC(=O)C2CCC(CNS(=O)(=O)c3ccc4c(c3)CC(C)N4C(C)=O)CC2)cc1 (configuration not stated)	-1%
O=C(c1ccc(NS(=O)(=O)c2ccc(Cl)cc2)cc1)N1CCOCC1	-6%

Part of the list above, with each value named.
COc1ccccc1CNC(=O)CC(c1ccc(C)cc1)N1Cc2ccccc2C1=O (configuration not stated)
- aSyn tox rescue = 9%
CCc1ccc(NC(=O)C2CCC(CNS(=O)(=O)c3ccc4c(c3)CC(C)N4C(C)=O)CC2)cc1 (configuration not stated)
- aSyn tox rescue = -1%
Cc1cc(Cl)ccc1NC(=O)C1CCCN1S(=O)(=O)c1ccc2c(c1)CCCC(=O)N2 (configuration not stated)
- aSyn tox rescue = 6%
CCOC(=O)c1cccc(Nc2c3c(nc4ccccc24)CCC3)c1
- aSyn tox rescue = -4%

Later entries
SMILES	aSyn tox rescue
CCOC(=O)C1(CC2CCCCO2)CCN(S(=O)(=O)c2c(C)nn(C)c2C)CC1 (configuration not stated)	-5%
CC(C)n1c2ccccc2c2nnc(SCC(=O)Nc3ccccc3C(=O)O)nc21	4%
COc1ccccc1NC(=O)CCn1nc(-c2ccccc2)c2ccccc2c1=O	8%
O=C(NCCCN1CCCC1)c1ccc2c(c1)N(Cc1cccc(Cl)c1)C(=O)c1ccccc1S2(=O)=O	-2%
Cc1ccc(C(=O)CSc2nnc(COc3ccccc3)o2)cc1	-5%
Cc1nnc(NC(=O)C2CC(=O)N(c3ccccc3)C2)s1 (configuration not stated)	-1%
O=C(CSc1ccc(Cl)cc1)Nc1nnc(-c2cccc([N+](=O)[O-])c2)s1	2%
CCOC(=O)CC(NC(=O)CCc1c(C)nc2c(-c3ccccc3)c(C)nn2c1C)c1ccc(C)cc1 (configuration not stated)	?
O=S(=O)(NCc1ccc(Cl)cc1)c1cccc2cccnc12	17%
NC(=O)c1ccccc1NC(=O)CSc1nc2c(c(=O)[nH]1)CCCC2	0%
C#CCN(C[C@H]1[C@H](OC(=O)NCC2CCCCC2)[C@H](OC(=O)NCC2CCCCC2)C[C@@H](C(=O)OC)[C@H]1C(=O)OC)S(=O)(=O)c1ccc(C)cc1	5%
COc1ccc(CNc2nc(-c3ccco3)nn2C(=O)c2ccccc2C)cc1	5%
OCCNc1nc2ccccc2nc1NCCO	-4%
O=C(CN1C(=O)CCc2cc(S(=O)(=O)N3CCOCC3)ccc21)NCc1ccccc1	1%
Cc1noc(C)c1S(=O)(=O)NC1CCN(Cc2ccccc2)CC1	4%
Oc1c(Br)cc(Br)cc1-c1nc2ccccc2s1	-4%
Cc1ccc(-c2noc(-c3ccccc3C(=O)NCc3ccco3)n2)cc1	-10%
COc1ccc(-c2n[nH]c3c2C(c2ccc(O)cc2)N(c2ccc(Br)cc2)C3=O)cc1 (configuration not stated)	-2%
CC(=O)c1cccc(NS(=O)(=O)c2ccc3[nH]c4c(c3c2)CCCCC4)c1	2%
COc1cccc(N2CCN(C(=O)CCc3c(C)nc4c(c3C)c(=O)n(C)c(=O)n4C)CC2)c1	6%
CCCN(CCC)CCNC(=O)c1cc(-c2ccc(Br)s2)nc2ccccc12	-13%
CC1(c2ccc(Cl)cc2)NC(=O)N(CC(=O)N2CCN(C(=O)c3cccs3)CC2)C1=O (configuration not stated)	-5%
Cc1cc(C=C2C(=O)c3ccccc3C2=O)c(C)n1-c1ccc(C(=O)O)cc1	8%
CC(C)OCCCNC(=O)CCCn1c(SCC(=O)c2ccc(F)cc2)nc2c(sc3ccccc32)c1=O	?
COc1ccc(-n2nc(C(=O)N(C)c3cc(C)ccc3C)c3c4ccccc4n(C)c3c2=O)cc1Cl	-7%

A portion of the library, so the mix of outcomes need not match the whole.
